Screens as filed in PubChem BioAssay.
Diaphorase inh = counter-screen for diaphorase-based assays: diaphorase inhibitors and chemical oxidizers; inhibition, % at 20 µM; actives 0.69% (n = 190,000); AID 1217; diaphorase resazurin-to-resorufin fluorescence, NADH, 16 min; bacterial (C. kluyveri) enzyme, not human;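 active = primary screen inhibition at 20 µM above a set limit, cut at about 50% in these data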;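 note: plate controls were DMSO with full reaction for no effect and wells lacking NADH for full effect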
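material = Clostridium kluyveri diaphorase enzyme | amount = 0.14 U/mL diaphorase, enzyme working solution | schedule = incubation 16 min, room temperature | detection = fluorescence of resorufin formed from resazurin, Ex 544/Em 590 nm | benchmarks = positive control minus NADH, DMSO neutral control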
PMI act satM6P = activators of human phosphomannose isomerase at near-saturating mannose 6-phosphate. P34949. coupled PMI enzyme assay, resazurin fluorescence, 20 min; active compounds read high; 1 = untreated enzyme, 0 = substrate-free blank. activation factor at 20 µM. actives 0.34% (n = 190,000). AID 1216;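 active = activation factor of 2 or more at 20 µM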
Target sequence (P34949 whole entry, looked up): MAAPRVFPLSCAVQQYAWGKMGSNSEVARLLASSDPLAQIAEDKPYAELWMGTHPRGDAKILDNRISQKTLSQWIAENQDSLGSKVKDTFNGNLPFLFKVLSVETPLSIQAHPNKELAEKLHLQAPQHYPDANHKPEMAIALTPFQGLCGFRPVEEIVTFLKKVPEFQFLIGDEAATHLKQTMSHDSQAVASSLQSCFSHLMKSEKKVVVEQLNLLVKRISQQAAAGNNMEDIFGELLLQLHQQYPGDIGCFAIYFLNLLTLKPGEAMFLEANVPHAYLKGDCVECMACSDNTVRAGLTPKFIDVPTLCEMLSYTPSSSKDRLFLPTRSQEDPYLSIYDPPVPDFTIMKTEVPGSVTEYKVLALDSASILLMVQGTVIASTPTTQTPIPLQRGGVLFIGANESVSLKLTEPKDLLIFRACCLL
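Test system: human PMI in coupled enzyme assay; Input: PMI at 15 ng/mL final; Medium: HEPES buffer, pH 7.4; Schedule: 20 min incubation at room temperature; Technique: resorufin fluorescence at Ex 544/Em 590 nm; Compound: 20 µM single dose; Probe or stimulus: Near-saturating mannose-6-phosphate, 1.0 mM.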
TLR4-MyD88 BLA = blocks binding of human TLR4 to MyD88. inhibition, % at 8.4 µM. actives 0.18% (n = 200,000). HeLa CL3-4 TLR4/MyD88 BLA complementation, FRET ratio. O00206+Q99836; in the data active = inhibition above about 25%;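 note: 0% = vehicle and 100% = reference inhibitor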
G6PDH counter = L. mesenteroides G6PDH inhibition counter-screen. Purified L. mesenteroides G6PDH, diaphorase/resazurin coupled fluorescence, 45 min. inhibition, % at 5 µM. AID 1020. actives 0.12% (n = 200,000)
L major viab = reduces viability of Leishmania major promastigotes; resazurin fluorescence viability; inhibition, % at 10 µM; actives 9% (n = 200,000); AID 1063;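 note: promastigotes grown with compound for 44 hours at 28 °C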
Diaphorase act = counter-screen for diaphorase-based assays: diaphorase activators and chemical reducers; Diaphorase/resazurin coupled assay, resorufin fluorescence, 16 min; active compounds read high; 1 = vehicle wells, 0 = NADH-free wells; activation factor at 20 µM; actives 0.005% (n = 190,000);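 active = diaphorase activity raised at least twofold by the compound at 20 µM; inactive = activation factor below 2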
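Material: bacterial diaphorase enzyme (C. kluyveri); amount: enzyme 0.07 U/mL final; reagent: NADH substrate 0.114 mM plus resazurin dye 0.1 mM, final; doses: single compound dose of 20 µM, 1% DMSO final; timing: 16 min enzyme reaction, ambient temperature; measured by: fluorescence of resorufin, 544 nm excitation, 590 nm emission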
PMI activator = activators of human phosphomannose isomerase; P34949; purified human PMI, coupled resazurin fluorescence, 20 min; active compounds read high; 1 = vehicle control, 0 substrate-free wells; activation factor at 20 µM; actives 0.005% (n = 190,000); AID 1214;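 active = activation factor of 2 or more at 20 µM, relative to plate controls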
S1P3 antagonist = S1P3 (human) receptor antagonism. CHO S1P3 NFAT-BLA reporter, FRET fluorescence, antagonist mode. Q99500. inhibition, % at 4.98 µM. actives 0.27% (n = 170,000). AID 485;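 active = inhibition above the plate cutoff, the mean inhibition of test wells on that plate plus 3 SD, cut at about 28% in these data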;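 note: cells challenged with S1P at its EC80 of 0.8 µM; blue over green emission ratio from cleaved BLA substrate after 4 h stimulation; 0% = S1P-stimulated wells and 100% = unstimulated DMSO-only wells; some compounds past the cut are filed as inactive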
Target sequence (Q99500 whole entry, looked up): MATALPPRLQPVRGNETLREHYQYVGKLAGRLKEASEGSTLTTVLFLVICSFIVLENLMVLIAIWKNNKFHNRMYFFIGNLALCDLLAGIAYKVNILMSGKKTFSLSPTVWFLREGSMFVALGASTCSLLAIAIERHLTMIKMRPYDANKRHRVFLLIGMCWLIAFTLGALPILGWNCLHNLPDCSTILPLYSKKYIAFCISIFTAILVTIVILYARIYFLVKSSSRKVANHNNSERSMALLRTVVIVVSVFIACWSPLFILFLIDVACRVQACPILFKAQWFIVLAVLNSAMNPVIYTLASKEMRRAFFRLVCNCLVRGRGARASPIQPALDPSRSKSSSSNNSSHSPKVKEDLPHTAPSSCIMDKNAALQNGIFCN
Hsp70 act = switches on Hsp70 transcription. activation, % at 10 µM. AID 1203. HeLa Hsp70 promoter luciferase reporter, luminescence; scaled: vehicle 0, proteasome-inhibitor control 100%. actives 0.04% (n = 200,000);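 active = activation above the mean across all tested compounds plus 3 SD, cutoff set per campaign, cut at about 5.5% in these data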;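 note: 100% = MG132 at 30 µM as the positive control and 0% = DMSO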
RAM network inh = inhibitors of the yeast RAM network; S. cerevisiae dse1pr::URA3 reporter, 5-FOA growth OD615, 2 d; analog-sensitive cbk1-as2 kinase mutant strain; inhibition, % at 50 µM; actives 1.8% (n = 190,000); AID 868;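 active = inhibition above a set limit, 3 SD over mean compound inhibition, cut at about 8.4% in these data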;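 note: 0% = DMSO-only wells with no growth and 100% = 10 µM 1-NA-PP1 full growth; inhibition rescues growth on 5-FOA so higher OD means more RAM inhibition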
DTT redox prof = compounds producing H2O2 with reducing agent – biochemical, NIH compound library profiling, artefact control for MLSCN library redox annotation, primary screen; DTT-dependent redox cycling H2O2, phenol red/HRP absorbance; 100% = 100 µM peroxide control, 0% = buffer; activation, % at 10 µM; actives 0.03% (n = 200,000); AID 878;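 active = activation of at least 50% relative to the plate's high and low controls in the primary single-dose screen; inactive = activation below 50%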;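 note: compound incubated with DTT at 0.8 mM final as the reducing agent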
An asterisk follows results filed as active; nt = not tested or not shown. Cut-off read from the data, not from the text of the source, unless noted: active = inhibition above about 50%; inactive = the rest. Compounds as they come. Share with any hit: about 12%.

Screens in order: L major viab	TLR4-MyD88 BLA	S1P3 antagonist	G6PDH counter	PMI activator	RAM network inh	PMI act satM6P	Diaphorase inh	Hsp70 act	DTT redox prof	Diaphorase act
- Cn1c(N)c(C(=O)COC(=O)c2cc(S(=O)(=O)N3CCCCC3)ccc2Cl)c(=O)n(C)c1=O
→ 0	9	-15	4	1	1.9	1	11	-0.1	-0.2	0.9
- Cn1cccc1Cc1nnc(SCC(=O)N2CCOCC2)n1CCc1ccccc1
→ -9	8	0	-9	1	1.0	1	7	-0.1	-2.6	0.9
- Cc1ccccc1-c1nnc(-c2ccccc2C)o1
→ -4	10	nt	3	1	2.3	1	16	0.1	0.9	0.8
- CN(C)S(=O)(=O)c1cc(NC(=O)COC(=O)Cc2ccc(Br)cc2)ccc1Cl
→ 0	-5	-12	0	1	12*	1	18	0.4	-0.8	0.8
- COC(=O)c1ccc(Nc2cc(C)nc3ncnn23)cc1
→ -1	-3	6	-1	1.1	0.0	1.1	6	0.2	-0.6	0.9
- C[C@H](NS(=O)(=O)c1ccccc1F)C(=O)OCC(=O)N1CCc2ccccc21
→ 1	3	nt	22	1	0.5	1.1	6	-0.5	0.1	0.9
- O=C(Oc1ccc2cc(Br)ccc2c1)N1CCCCCC1
→ 30	6	-6	7	1	1.0	0.9	16	-0.3	0.2	0.8
- CCOc1ccc(OCC)c(S(=O)(=O)N2CCCCC2C)c1 (stereo not drawn)
→ 9	-2	-5	5	1	1.4	1	16	0.0	-3.9	0.8
- CCOC(=O)C(NC(C)=O)(OCc1ccc(F)cc1)C(F)(F)F (stereo not drawn)
→ -3	3	-29	3	1	-0.7	0.9	10	0.1	1.9	0.9
- Cc1c(C#N)c(SCC(N)=O)nc2c1CCCC2
→ -7	6	-2	-2	1	1.2	1	15	0.3	0.4	0.8
- Cc1ccc(S(=O)(=O)NCCC(=O)NC2CCCC2)cc1
→ -7	-17	nt	4	1.1	3.3	1	15	0.0	1.6	0.8
- COc1ccc2occ(NC(C)=O)c2c1
→ 2	-2	nt	2	1	-0.1	0.9	17	0.2	0.5	0.8
- CCOC(=O)C(=O)C1=C(N2CCOCC2)/C(=C\c2cccc([N+](=O)[O-])c2)CC1
→ 16	0	-14	-5	0.9	-0.3	0.8	25	-0.3	-0.1	0.7
- CCN1CCN(c2nc(C)nc3c2sc(=S)n3C)CC1
→ -1	-7	7	-22	0.7	0.2	0.9	24	0.0	-0.3	0.8
- CCN1CCN(C(=O)CSCc2nc(-c3ccc(OC)c(OC)c3)oc2C)CC1
→ -1	-2	-5	-5	1	0.7	1.1	-9	-0.3	0.2	1.1
- CCOc1ccc(N(CC(=O)NCc2ccc(F)cc2)S(=O)(=O)c2c(C)noc2C)cc1
→ 8	-10	0	21	0.9	1.4	1.1	14	-0.1	-2.8	0.9
- CC(CC(=O)O)CC(=O)Nc1ccc(S(N)(=O)=O)cc1 (stereo not drawn)
→ -3	1	nt	6	1	0.4	1.1	-5	-0.3	-4.4	1
- O=C(c1ccco1)N1N=C(c2cccs2)CC1c1ccco1 (stereo not drawn)
→ 8	0	-8	9	1.1	2.5	1.1	20	-0.2	-0.8	0.8
- CC(C)(C)NC(=O)CN(C(=O)C1(C)CC(=O)N=C2C=CC=CN21)C1CCCC1 (stereo not drawn)
→ -7	20	-4	2	1.1	0.8	1	13	0.0	2.6	0.9
- CC(C)C1O/C(=N/C(=O)Nc2ccc(Cl)c(Cl)c2)NC1=O (stereo not drawn)
→ 8	-6	-16	16	0.8	1.9	0.9	16	-0.2	2.1	0.8
- O=C(COC(=O)C1CCCO1)Nc1cccc(C(F)(F)F)c1 (stereo not drawn)
→ -3	-4	nt	0	0.9	0.0	1	7	-0.3	-1.2	0.9
- COc1cc(CN(C(=S)NCC(=O)NC2CC2)C2CCCC2)cc(OC)c1OC
→ -2	4	-7	3	1	0.0	1.1	-1	-0.4	0.2	1
- COC(=O)c1cc(C(=O)N2CCOCC2)cc([N+](=O)[O-])c1
→ 1	3	1	6	1	1.8	1	10	-0.1	0.1	0.9
- COc1cccc(/C=N/NC(=S)Nc2cccc(C(=O)O)c2)c1
→ -6	8	-12	2	1	5.4	1	13	-0.1	0.0	0.9
- CC(=O)NCCc1ccc(S(=O)(=O)N(C)C2CCS(=O)(=O)C2)cc1 (stereo not drawn)
→ -6	-8	-42	-3	0.9	0.1	0.9	11	0.2	0.3	0.9
- CN(Cc1n[nH]c(=S)n1C)S(=O)(=O)c1ccccc1
→ -7	-2	nt	-2	1	0.8	1.1	11	-0.2	-7.8	0.9
- O=C(CN1C(=O)C2C3C=CC(C3)C2C1=O)NCc1ccccc1 (stereo not drawn)
→ -7	1	nt	2	1	-0.9	1.1	7	-0.2	-3.3	0.9
- O=C(NCc1ccco1)/C(=C/C=C\c1ccccc1)NC(=O)c1ccc(Br)o1
→ 0	0	-31	0	1.1	4.5	1.1	-3	-0.3	-0.6	1
- COc1ccc(NC(=O)C2CC(=O)OC2(C)C)cc1 (stereo not drawn)
→ -7	4	-9	-1	1	2.4	1	6	0.0	1.6	0.9
- CCOC(=O)c1sc(=NC(=O)c2ccc(Cl)s2)n(C)c1C
→ -3	-20	-28	-8	1	1.4	1	-4	1.1	0.2	1
- Cc1nnc2n(CCc3ccccc3)c(=O)c3c4c(sc3n12)CCCC4
→ 2	-6	-8	nt	nt	nt	nt	nt	-0.1	-1.1	nt
- COc1ccccc1C(=O)NCCCNc1ccc([N+](=O)[O-])cc1
→ 0	6	-3	-8	0.9	5.4	1	14	0.0	-0.1	0.9
- COc1ccccc1N(CC(=O)NCCSC(C)(C)C)S(C)(=O)=O
→ 2	19	-30	2	1	4.6	1	5	-0.1	1.4	1
- CSc1cccc(NC(=O)CN(C)S(=O)(=O)c2ccccc2)c1
→ 0	-11	-1	-8	0.9	1.7	1	22	0.6	-1.4	0.8
- CCc1ccccc1NC(=S)N(CCN1CCOCC1)C1CCN(C(C)=O)CC1
→ -5	15	1	4	1	-0.5	1	13	-0.1	-0.2	0.9
- CSC(=NNC(=O)c1ccccc1O)SC
→ -4	13	nt	17	1.1	0.3	1.2	10	-0.4	0.8	0.9
- CC(C)(C)C(=O)COC(=O)CNC(=O)c1ccc(Oc2ccccc2)cc1
→ -4	0	nt	9	1	0.9	1	-4	-0.2	0.2	1
- CCCCN(C(=O)CSc1nnc(Nc2ccccc2)s1)c1c(N)n(CCC)c(=O)[nH]c1=O
→ 0	-10	-20	5	0.9	1.1	0.9	9	0.1	0.3	0.9
- COc1ccc(Cc2nnc(NC(=O)c3c(-c4ccccc4)noc3C)s2)cc1OC
→ -3	-6	-18	-26	0.9	3.8	0.9	20	-0.3	-2.1	0.8
- COc1ccc(C(=O)n2cnnc2N)cc1
→ -3	5	nt	-3	1	2.5	1	8	-0.3	-3.5	0.9
- Cc1cccc(OCCNc2cc(N3CCN(CCO)CC3)ccc2[N+](=O)[O-])c1
→ 44	-4	-1	-2	1	0.1	0.9	10	-0.3	0.0	0.9
- O=C(O)CSc1nnc(C2COc3ccccc3O2)n1-c1ccccc1 (stereo not drawn)
→ -5	-12	-25	9	0.9	0.2	0.9	17	-0.1	-0.4	0.8
- CC[N+](CC)(CC)CC(=O)Nc1ccc(SC(F)F)cc1
→ 0	11	13	11	0.7	1.9	0.9	3	0.1	-0.3	1
- NC(=O)C(c1ccccc1)C1CCCCC1 (stereo not drawn)
→ -6	-1	nt	16	0.9	0.1	1	11	-0.3	0.2	0.9
- Cc1cc(C(=O)OCC(=O)NCc2ccc(Cl)cc2)c(C)o1
→ -4	17	-14	-2	1.3	1.9	1.1	-6	-0.3	0.0	1.1
- O=S(=O)(NCc1cc(-c2ccccc2)no1)c1ccccc1Cl
→ -6	8	6	4	1.1	2.1	1	-4	-0.3	0.3	1
- O=C(CSc1nc(-c2ccco2)cc(C(F)(F)F)n1)NC1CCCCCCC1
→ 5	-1	nt	nt	nt	7.7	nt	nt	-0.3	1.2	nt
- Cn1nc(C(=O)Nc2cccc(C(F)(F)F)c2)c2ccccc2c1=O
→ 11	-5	nt	3	0.9	3.9	1	13	-0.3	-3.1	0.9
- Cc1ccc(C(=O)NCC(=O)NCC(=O)OCc2ccc(Cl)cc2)cc1
→ -4	1	1	18	0.9	0.5	1	-2	-0.1	0.1	1
- O=C(O)CCCCCN1C(=O)C(O)=C(C(=O)/C=C/c2ccccc2)C1c1ccccc1[N+](=O)[O-] (stereo not drawn)
→ -8	17	-12	26	1.2	-0.1	0.7	4	-0.1	-0.3	1
- CCn1c(=O)cc(OCC(=O)O)c2ccccc21
→ -3	-2	-1	12	1.1	1.5	1.1	15	0.0	0.0	0.8
- CCN=C1SC(CC(=O)NC(C)c2ccccc2)C(=O)N1CC (stereo not drawn)
→ 6	1	0	3	1	0.8	1.1	-5	-0.2	-1.7	1.1
- COc1ccccc1NCC(=O)NNCC(=O)Nc1ccc(F)c(Cl)c1
→ 7	4	-2	-7	0.9	1.7	0.9	14	-0.3	0.3	0.9
- CC1S/C(=C(\C#N)C(=O)NCc2ccco2)N(c2ccc(F)cc2)C1=O (stereo not drawn)
→ -7	-1	-58	3	1	1.6	1	12	1.1	1.0	0.9
- CNC(=O)C(=O)Nc1nc(C23CC4CC(CC(C4)C2)C3)cs1
→ 25	-3	-7	2	0.9	2.1	1	2	0.2	-0.6	1
- Nc1nnc(SCC(=O)NC2CCCCC2)s1
→ -4	14	nt	13	1.1	0.2	1.2	0	-0.4	0.8	1
- COc1ccc(C2C(C#N)=C(N)OC3=C2C(=O)CCC3)cc1Cn1nc(C)c([N+](=O)[O-])c1C (stereo not drawn)
→ 93*	-11	nt	-11	0.9	0.6	0.8	17	0.2	3.1	0.8
- Cc1cc(NC(=O)Cc2c(F)cccc2Cl)no1
→ 9	-15	-32	-26	1.1	0.4	1	2	-0.1	-4.6	1
